Compound activity (PubChem)
MCL1-BIM inh – MCL1-BIM-BH3 interaction inhibition (human) | inhibition, % at 10.9 µM | actives 0.68% (n = 320,000) | GST-MCL1 / FITC-Bim-BH3 fluorescence polarization;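 active = inhibition above the mean inhibition of all tested compounds plus 3 SD, set per campaign, cut at about 40% in these data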;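 note: 0% = DMSO wells and 100% = unlabeled Bim-BH3 peptide control; higher means more loss of mP so more displacement of Bim peptide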
pPAFAH FP inh – pPAFAH (human) enzyme inhibition; actives 1.5% (n = 330,000); recombinant pPAFAH, FP-rhodamine probe fluorescence polarization; AID 463082; Q13093; inhibition, % at 3.39 µM;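 active = inhibition above the mean inhibition across the screen plus 3 SD, cut at about 25% in these data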;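 note: inhibitors block binding of the rhodamine activity-based probe so polarization drops; 0% = enzyme with DMSO and 100% = wells lacking pPAFAH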
PAFAH1B2 inh – PAFAH1B2 (human) inhibition; recombinant PAFAH1B2, FP-rhodamine activity probe, fluorescence polarization; actives 1.2% (n = 340,000); inhibition, % at 3.39 µM;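 active = inhibition above the mean of all tested compounds plus 3 SD, cut at about 24% in these data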;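 note: 0% = enzyme with DMSO and 100% = wells lacking PAFAH1B2; many of its hits are not listed in these tables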
Target sequence (P68402 whole entry, looked up): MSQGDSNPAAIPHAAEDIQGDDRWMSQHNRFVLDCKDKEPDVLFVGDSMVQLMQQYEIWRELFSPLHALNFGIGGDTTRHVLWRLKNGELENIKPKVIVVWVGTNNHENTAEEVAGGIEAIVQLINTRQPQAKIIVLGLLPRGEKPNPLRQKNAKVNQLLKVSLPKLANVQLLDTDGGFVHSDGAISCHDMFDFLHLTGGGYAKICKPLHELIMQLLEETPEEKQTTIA
MEX-5 binding – C. elegans MEX-5 TCR-2 RNA binding activity | activity score (negative = inhibition of binding), % at 10 µM | AID 1832 | Q9XUB2 | MEX-5/FITC-TCR2 RNA binding, fluorescence polarization; active compounds read low | actives 0.38% (n = 300,000);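 active = inhibition past about -25% in most replicates, and total fluorescence under double the plate's negative control median, limit read from the data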;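 note: 0% = DMSO and -100% = 5 µM competing unlabeled TCR2 RNA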
Bcl-xL primary – Bcl-xL (human) inhibition; Q07817; GST-Bcl-xL / FITC-Bim BH3 peptide fluorescence polarization; inhibition, % at 10.9 µM; actives 0.7% (n = 320,000);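 active = inhibition above the mean of all tested compounds plus 3 SD, cutoff set per campaign, cut at about 30% in these data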;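 note: 0% = DMSO wells and 100% = unlabeled Bim-BH3 peptide competitor; inhibitors lower millipolarization by displacing the labeled peptide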
Target sequence (Q07817 whole entry, looked up): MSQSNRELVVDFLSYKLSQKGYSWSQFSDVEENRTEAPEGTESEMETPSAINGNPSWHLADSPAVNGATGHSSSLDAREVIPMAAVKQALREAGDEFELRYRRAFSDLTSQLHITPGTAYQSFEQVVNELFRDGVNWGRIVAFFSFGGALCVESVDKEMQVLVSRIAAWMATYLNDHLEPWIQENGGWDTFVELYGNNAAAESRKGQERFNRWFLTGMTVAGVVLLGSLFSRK
Fam108B counter – Fam108B inhibition, counter-screen for RBBP9 inhibitors; inhibition, % at 9.51 µM; recombinant Fam108B, FP-Rh probe fluorescence polarization; actives 0.33% (n = 300,000);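 active = inhibition above the screen mean inhibition plus 3 SD, computed separately per campaign, cut at about 18% in these data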;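 note: inhibitors lower polarization as less probe binds the enzyme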
AHR activator – activates the human aryl hydrocarbon receptor | AHR-responsive luciferase reporter cells, luminescence | activation, % at 5 µM | actives 2.5% (n = 320,000); in the data active = activation above about 47%;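 note: 0% = vehicle wells and 100% = reference agonist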
GLD-1 RNA inh – GLD-1-TGE RNA interaction inhibition (C. elegans) | Q17339 | purified GLD-1 + fluorescein TGE RNA, fluorescence polarization | inhibition, % at 5.96 µM | actives 0.44% (n = 320,000) | AID 2280;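 active = percent inhibition above a per-plate cutoff, the plate mean of test compounds plus 3 SD, cut at about 30% in these data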;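 note: 0% = DMSO wells with GLD-1 and probe and 100% = wells lacking GLD-1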
Target sequence (Q17339 whole entry, looked up): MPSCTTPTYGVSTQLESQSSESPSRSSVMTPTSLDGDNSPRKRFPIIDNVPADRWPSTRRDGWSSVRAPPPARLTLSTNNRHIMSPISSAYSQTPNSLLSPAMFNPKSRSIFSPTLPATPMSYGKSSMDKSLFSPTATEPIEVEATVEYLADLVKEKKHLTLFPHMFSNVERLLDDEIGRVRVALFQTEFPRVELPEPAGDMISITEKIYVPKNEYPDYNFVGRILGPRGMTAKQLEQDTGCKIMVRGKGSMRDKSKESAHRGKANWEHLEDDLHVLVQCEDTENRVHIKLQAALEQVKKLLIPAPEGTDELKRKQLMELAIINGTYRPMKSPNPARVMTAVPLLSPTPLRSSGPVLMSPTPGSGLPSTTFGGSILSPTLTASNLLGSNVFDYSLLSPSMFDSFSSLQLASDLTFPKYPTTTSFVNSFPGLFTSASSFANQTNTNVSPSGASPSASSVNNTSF
PME-1 primary – PME-1 (human) inhibition. recombinant PME-1, FP-Rh probe fluorescence polarization. inhibition, % at 5.9 µM. actives 0.53% (n = 320,000);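 active = inhibition above the campaign mean of all compounds plus 3 SD, cut at about 26% in these data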;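 note: competitive labeling of PME-1 active site by serine hydrolase directed probe; 0% = PME-1 with DMSO and 100% = wells lacking PME-1 enzyme; inhibitors block probe labeling so polarization falls and inhibition rises; many of its hits are not listed in these tables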
Numbers without * were called inactive; x = no result given. An excerpt; the hit share may differ from the screen's.

canonical_smiles	MCL1-BIM inh	pPAFAH FP inh	PAFAH1B2 inh	MEX-5 binding	Bcl-xL primary	Fam108B counter	AHR activator	GLD-1 RNA inh	PME-1 primary
CC(OC(=O)C1CC(=O)N(Cc2ccco2)C1)C(=O)Nc1ccccc1[N+](=O)[O-] (stereo unspecified)	-5	7	1	x	3	x	-1	7	2
CCN(CC(=O)NC(=O)NC1CCCCC1)Cc1ccccc1	-4	-4	-1	-1.2	0	-3	-6	9	-8
O=C(c1cccs1)N1CCC(c2nc3c(nnn3Cc3ccccc3Cl)c(=O)[nH]2)CC1	5	9	3	-1.1	20	-1	0	10	28*
CCOC(=O)CSc1nc(N)c(C#N)cc1C#N	2	9	5	-3.0	1	1	17	7	3
CCC(C)/C(C)=N/NC(=O)c1ccc(CSc2nc3ccccc3s2)cc1 (stereo unspecified)	2	-8	-1	-1.4	-1	-6	39	3	-22
O=C(Nc1ccccc1)c1ccc(NCC2CCCO2)c([N+](=O)[O-])c1 (stereo unspecified)	9	0	-1	-2.6	8	1	20	-5	4
CCCc1nnc(SCC(=O)N2CCOCC2)n1CC1CCCO1 (stereo unspecified)	2	1	0	-0.4	2	-1	1	-5	-1
O=C(COC(=O)CCc1ccccc1)Nc1ccccc1OC(F)F	6	13	17	0.8	8	-3	-1	1	1
O=C(NC1CCCCC1)c1ccc(-c2ccc(Cl)cc2)o1	2	1	1	3.7	3	-2	1	9	-5
C/C(=N\OCC(=O)Nn1c(C)nc2ccccc2c1=O)c1cccs1	4	3	4	-1.4	4	3	4	-3	0
Cc1ccc(C(C(=O)NC2CCCC2)N2CCc3ccccc32)cc1 (stereo unspecified)	-6	8	-2	-1.6	1	1	1	-2	2
O=C(CN1CCN(Cc2ccccc2Cl)CC1)N=Nc1c(O)[nH]c2ccccc12	10	-3	6	-2.5	1	-7	4	-1	0
CCCCCN=Cc1c(C)[nH]n(-c2nc3ccccc3s2)c1=O	1	2	3	0.6	1	-1	-2	2	20
CC1(C2CC2)NC(=O)N(CC(=O)NCc2ccc(Cl)cc2Cl)C1=O (stereo unspecified)	-23	0	4	x	-17	x	3	-3	0
COc1ccccc1NCCC(=O)OCC(=O)Nc1cccc(S(=O)(=O)N(C)C)c1	3	10	-4	x	5	x	0	2	7

Sorted by length of the SMILES (lowest first): three of the compounds above.
canonical_smiles	MCL1-BIM inh	pPAFAH FP inh	PAFAH1B2 inh	MEX-5 binding	Bcl-xL primary	Fam108B counter	AHR activator	GLD-1 RNA inh	PME-1 primary
CCCc1nnc(SCC(=O)N2CCOCC2)n1CC1CCCO1 (stereo unspecified)	2	1	0	-0.4	2	-1	1	-5	-1
CCCCCN=Cc1c(C)[nH]n(-c2nc3ccccc3s2)c1=O	1	2	3	0.6	1	-1	-2	2	20
Cc1ccc(C(C(=O)NC2CCCC2)N2CCc3ccccc32)cc1 (stereo unspecified)	-6	8	-2	-1.6	1	1	1	-2	2

Additional results
canonical_smiles	MCL1-BIM inh	pPAFAH FP inh	PAFAH1B2 inh	MEX-5 binding	Bcl-xL primary	Fam108B counter	AHR activator	GLD-1 RNA inh	PME-1 primary
COc1ccc(CN2CCN(c3ncccn3)CC2)c(C)c1C	5	2	0	-1.7	1	0	-1	-15	-1
Cc1c(/C=N/NC(=O)c2ccc(Br)o2)cnn1C	2	0	x	-3.0	1	2	14	1	-1
Cc1ccc(-c2nnc(SCC(=O)N/N=C/c3ccccc3C(=O)O)n2-c2ccc(C)cc2)cc1	-1	10	7	-1.2	-3	0	0	3	-5
CC(C)CN1C(=O)c2ccc(C(=O)Nc3ccc(OCC(=O)O)cc3)cc2C1=O	6	2	2	0.4	7	2	0	-2	1
CCN1CCN(C(=O)CS(=O)(=O)Cc2nc(-c3ccc(C)cc3)oc2C)CC1	5	2	5	-0.8	8	3	1	1	-3
CCCCn1nnnc1SCC(=O)Nc1ccc(N(C)C)cc1	6	4	-1	5.1	2	6	71*	1	-3
CCOc1ncccc1C(=O)Nc1ccc(-c2cn3ccsc3n2)cc1	2	2	3	2.8	-1	-4	-5	3	4
COC(=O)c1c(NC(=O)c2ccoc2C)sc(C)c1C	0	2	-4	-1.0	7	-6	21	6	0
O=C(CCCOc1ccccc1)n1nnc2ccccc21	5	2	3	0.1	2	3	0	-2	2
C#CC(CC)(CC)NC(=O)c1c(C)noc1C	17	0	0	-1.7	5	2	-2	4	5
CCOC(=O)/C(C#N)=C\c1ccc(CC)s1	-7	0	8	0.4	-4	-2	4	-1	-4
COc1ccc(N2C(=O)C(CC(=O)Nc3ccccc3)N(Cc3ccc4c(c3)OCO4)C2=O)cc1 (stereo unspecified)	2	7	2	x	2	0	12	6	-2
O=C1CC(O)(C(F)(F)F)Oc2c1ccc1ccccc21 (stereo unspecified)	5	5	7	2.5	4	0	9	0	6
CCOc1ccc(Br)cc1S(=O)(=O)Nc1cccc(S(=O)(=O)NC2=NCCC2)c1	2	4	-5	-3.9	0	2	0	5	2
Cn1c(NCc2ccccc2O)nc2ccccc21	-8	3	0	-3.9	-6	-2	-1	-1	-3

Laid out differently: results already given.
Screens in order: MCL1-BIM inh, pPAFAH FP inh, PAFAH1B2 inh, MEX-5 binding, Bcl-xL primary, Fam108B counter, AHR activator, GLD-1 RNA inh, PME-1 primary
CCOc1ccc(Br)cc1S(=O)(=O)Nc1cccc(S(=O)(=O)NC2=NCCC2)c1
    2, 4, -5, -3.9, 0, 2, 0, 5, 2
CC(C)CN1C(=O)c2ccc(C(=O)Nc3ccc(OCC(=O)O)cc3)cc2C1=O
    6, 2, 2, 0.4, 7, 2, 0, -2, 1
CCCCn1nnnc1SCC(=O)Nc1ccc(N(C)C)cc1
    6, 4, -1, 5.1, 2, 6, 71*, 1, -3
COc1ccc(N2C(=O)C(CC(=O)Nc3ccccc3)N(Cc3ccc4c(c3)OCO4)C2=O)cc1 (stereo unspecified)
    2, 7, 2, x, 2, 0, 12, 6, -2

(continued)
canonical_smiles	MCL1-BIM inh	pPAFAH FP inh	PAFAH1B2 inh	MEX-5 binding	Bcl-xL primary	Fam108B counter	AHR activator	GLD-1 RNA inh	PME-1 primary
Cc1ccnc(NC(c2ccncc2)c2c(C)[nH]c3ccccc23)c1 (stereo unspecified)	8	1	0	-2.5	8	0	11	3	-2
O=C(CCC1CCCC1)N=C1SC2CS(=O)(=O)CC2N1Cc1ccccc1 (stereo unspecified)	-1	-3	4	1.5	-2	-6	3	6	-9
COc1ccc(C(=O)N2CC3(C)CC2CC(C)(C)C3)cc1 (stereo unspecified)	11	-13	14	0.9	1	4	1	-4	-11
Nc1cc(=O)[nH]n1C1CCCCC1	7	-4	2	2.2	3	9	-1	-13	3
CCOC(=O)CN1C(=O)Nc2ccc(Br)cc2C1c1ccccc1 (stereo unspecified)	4	3	2	0.8	5	-1	1	0	3
CCN(CC)S(=O)(=O)c1cc(OC)c(Cl)cc1Cl	6	-2	4	-0.5	1	2	-1	8	2
CCCCOC(=O)Nc1ccc(C(=O)OCCC)cc1	1	2	2	3.0	-2	1	0	0	-8
CCOC(=O)c1cc2cc3ccccc3cc2[nH]1	-6	3	4	-3.4	9	1	3	23	5
Cc1ccc(NC(=O)CSc2nnc(NC(=O)CN3CCOCC3)s2)cc1	-2	-3	-1	-1.3	0	1	4	-3	-7
O=C(CCC1CCCCC1)NCCN1CCOCC1	5	10	4	1.5	-1	5	-1	0	0
CCOc1ccc(C(=O)NNC(=O)CCNC(=O)c2ccc(Br)cc2)cc1OC	3	-2	3	x	4	x	1	-2	-2
CCCn1nnc(NC(=O)c2ccccc2Cl)n1	4	5	-1	2.7	0	-4	1	2	0
COc1ccccc1N(CC(=O)Nc1ccccc1C(=O)NCC(C)C)S(C)(=O)=O	-1	3	5	1.0	0	-2	-1	-3	9
O=C1CCC(C(=O)N2CCCCCC2)CN1Cc1cccc(C(F)(F)F)c1 (stereo unspecified)	2	7	4	1.3	1	1	0	5	9
Cc1ccc(C2NC(c3ccc(C)cc3)C([N+](=O)[O-])C(C)(C)C2[N+](=O)[O-])cc1 (stereo unspecified)	7	2	-2	-1.8	0	-7	0	3	4
CCC(=O)Nc1ccc(NC(=O)CSc2nnnn2C(C)C)cc1	0	-1	0	-1.6	1	-2	2	8	0
CCNc1nc(SC(C)C(=O)OC)nc(N(C)C)n1 (stereo unspecified)	-2	2	2	-0.4	2	5	1	-2	1
COc1ccc(C(=O)n2nc(C#N)c(C#N)c2N)cc1	-6	4	2	-1.6	4	2	-1	1	-8
Nc1ncc(Br)cc1S(=O)(=O)Nc1cc(C(F)(F)F)cc(C(F)(F)F)c1	1	13	26*	-5.1	1	-5	0	8	-2
O=C(NCC1CCCO1)C(c1cccs1)N(Cc1ccccc1Cl)C(=O)c1ccc(-c2ccccc2)[nH]1 (stereo unspecified)	4	7	5	1.9	2	-6	0	2	-4
COc1ccc(Nc2n[nH]c(N)c2C(N)=O)cc1	-5	7	6	-1.8	0	-3	10	-2	-4
Clc1cccc(CN2CCCCCC2)c1Cl	12	0	1	0.7	3	-1	1	9	-1
COc1cc(C(=O)NC(C)c2cc(C)ccc2C)ccc1OCC(=O)N1CCOCC1 (stereo unspecified)	-11	6	-6	x	-9	x	-1	8	-1
Cc1nc2nc(SCC(=O)c3ccccc3)[nH]c2cc1Br	-2	7	x	-1.8	-6	-7	10	5	-9
COc1ccc(C(=O)N(C)CC(=O)Nc2cccc(F)c2)cc1S(=O)(=O)NC1CCCC1	-19	-2	2	1.9	-11	1	0	2	0
CC(C)CN(C(=O)CN1CCc2ccccc21)c1c(N)n(CC(C)C)c(=O)[nH]c1=O	-4	4	-4	-0.2	3	0	11	4	-4
O=C(N/N=C/c1c(F)c(F)c(F)c(F)c1F)c1cccc(S(=O)(=O)N2CCOCC2)c1	-4	2	2	-0.7	1	4	0	-5	-1
NC(=O)COC(=O)c1ccc(NS(=O)(=O)c2ccc3c(c2)OCCO3)cc1	3	0	4	-2.3	1	3	3	5	-6
CCNC(=O)Cn1c(=O)c2c(ncn2Cc2ccccc2)n(Cc2ccccc2)c1=O	5	-3	3	1.0	-3	3	-1	2	-3
C=CCOc1ccc(/C=N/NC(=O)CN(c2cc(Cl)ccc2OC)S(=O)(=O)c2ccc(C)c([N+](=O)[O-])c2)cc1	0	-2	-17	0.3	4	-24	2	6	-29
O=C(N/N=C/c1cccc([N+](=O)[O-])c1)c1cc2c(ccc3ccccc32)o1	0	12	3	3.0	2	-4	4	-5	4
O=C(c1ccccc1)N1CCN(C(=O)N2CCOCC2)CC1	7	-2	0	-0.2	4	-3	-3	-4	-2
CCOc1ccc(S(=O)(=O)N2CCCC(C(=O)N3CCOCC3)C2)cc1Cl (stereo unspecified)	6	4	3	-0.6	9	1	-2	1	4
CCOc1ccccc1OCC(=O)NC1CCCCC1	5	2	3	3.2	2	2	4	0	1
COc1ccc(-n2cc(-c3ccccc3)c3c(N4CCN(CCO)CC4)ncnc32)cc1	5	23	-1	-0.7	9	7	5	-3	5
Cc1cc(C)nc(N2CCC(C(=O)NC3CC3)CC2)n1	10	3	2	1.4	6	0	1	-5	0
CSCCC(NC(=O)c1ccccc1)C(=O)N(C)CC(=O)Nc1ccc(N2CCOCC2)cc1 (stereo unspecified)	6	36*	3	-1.9	4	0	3	4	4
CCOc1nc(-c2ccccc2)ccc1-c1noc(-c2ccco2)n1	0	3	-2	-4.4	-1	-8	9	2	0
COc1cc(C2C(Oc3ccccc3C)C(=O)N2Cc2ccc(F)cc2)cc(OC)c1OC (stereo unspecified)	-6	1	2	x	-1	0	-1	1	5
